SSB-PriA inh: inhibitors of Klebsiella pneumoniae PriA binding to SSB C-terminal tail, primary screen, biochemical, AlphaScreen; PriA–SSB C-terminal tail interaction (Klebsiella pneumoniae); AlphaScreen SSBct-PriA binding, biotinylated peptide; inhibition, % at 33 µM; hit rate 0.6% among 430,000; AID 1272365, 2023; in the data active = inhibition mostly above about 37%, no sharp cut-off; inactive = mostly below about 20%;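 also: plate controls were negative control peptide for no effect and reference peptide for full effect; strong numbers were not always called active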
MazEF act: activators of E. coli MazEF toxin-antitoxin RNase, primary screen, biochemical, fluorescence, uHTS; AID 504720, 2011; activation, % at 20 µM; FAM/BHQ RNA-DNA oligo cleavage fluorescence, 5 h; Endoribonuclease toxin MazF (Escherichia coli (strain K12)), P0AE70; hit rate 0.32% among 350,000; in the data active = activation above about 50%
Target sequence (P0AE70 whole entry, looked up): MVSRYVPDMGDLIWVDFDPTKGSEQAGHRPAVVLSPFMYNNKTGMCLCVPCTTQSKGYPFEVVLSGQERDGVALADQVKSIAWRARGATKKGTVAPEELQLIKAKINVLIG
BH1578 lux ind: inducers of Vibrio cholerae quorum light production without autoinducers, primary screen, BH1578 luxS cqsA deficient, single point; hit rate 0.16% among 350,000; activation, % at 18.7 µM; V. cholerae BH1578 lux reporter, luminescence, 6 h; in the data active = activation mostly above about 9.7%, no sharp cut-off; also: not every result past the cut was called active; inactives centre near 0; reference of the scale not given here
Rv3671c inh: Rv3671c serine protease inhibitors, primary screen, biochemical, fluorescence polarization, M. tuberculosis H37Rv; P9WHR9; inhibition, % at 5.96 µM; hit rate 0.048% among 320,000; AID 2606, 2010; in the data active = inhibition above about 38%;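 also: extracellular domain of Rv3671c used as enzyme; 0% = enzyme with DMSO and 100% = no enzyme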
GDH-TPI counter: GDH-TPI coupling enzyme inhibitors, primary screen, artefact control for M. tuberculosis FBA inhibitor project, biochemical, absorbance, full deck. GDH-TPI coupled enzyme counterscreen, NADH absorbance. inhibition, % at 4.8 µM. hit rate 1.2% among 360,000. AID 588335, 2011; in the data active = inhibition above about 30%;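 also: 0% = DMSO wells and 100% = wells lacking the enzyme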
Mtb UGM inh: M. tuberculosis UGM enzyme inhibitors, primary screen, biochemical, fluorescence polarization, single point; purified UGM, fluorescence polarization probe displacement; inhibition, % at 10 µM; hit rate 0.06% among 320,000; in the data active = inhibition above about 10%, passing the limit was not always enough
Target sequence (P9WIQ1 whole entry, looked up): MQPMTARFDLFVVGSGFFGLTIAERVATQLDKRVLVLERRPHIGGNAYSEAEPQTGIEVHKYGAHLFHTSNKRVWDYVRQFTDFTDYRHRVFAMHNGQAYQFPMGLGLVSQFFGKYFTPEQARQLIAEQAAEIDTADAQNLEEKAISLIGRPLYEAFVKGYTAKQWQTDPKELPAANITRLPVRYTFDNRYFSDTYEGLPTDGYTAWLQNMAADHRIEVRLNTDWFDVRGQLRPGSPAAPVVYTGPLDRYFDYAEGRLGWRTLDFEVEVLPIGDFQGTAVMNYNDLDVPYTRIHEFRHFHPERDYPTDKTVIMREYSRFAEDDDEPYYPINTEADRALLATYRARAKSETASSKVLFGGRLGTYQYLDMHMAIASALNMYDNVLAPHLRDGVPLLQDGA
BioA inh: M. tuberculosis BioA enzyme inhibitors, primary screen, biochemical, plate reader, single point, HTS. hit rate 0.096% among 360,000. AID 602481, 2012. inhibition, % at 9.99 µM. purified M. tuberculosis BioA enzyme; in the data active = inhibition above about 40%
FBA Mtb inh: Mtb FBA enzyme inhibitors, primary screen, biochemical, fluorescence, strain H37Rv; purified M. tuberculosis FBA, fluorescence read-out; Fructose-bisphosphate aldolase (Mycobacterium tuberculosis (strain ATCC 25618 / H37Rv)), …; hit rate 2.3% among 360,000; AID 588726, 2011; inhibition, % at 1 µM; in the data active = inhibition above about 27%;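 also: 0% = vehicle and 100% = reference inhibitor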
DUSP3 inh: VHR1 phosphatase inhibitors, primary screen, biochemical, absorbance, uHTS. Dual specificity protein phosphatase 3 (Homo sapiens), P51452. recombinant VHR phosphatase, pNPP absorbance. inhibition, % at 13.3 µM. hit rate 0.52% among 290,000. AID 1654, 2009; in the data active = inhibition above about 50%; also: some compounds called inactive have numbers as strong as hits
Target sequence (P51452 whole entry, looked up): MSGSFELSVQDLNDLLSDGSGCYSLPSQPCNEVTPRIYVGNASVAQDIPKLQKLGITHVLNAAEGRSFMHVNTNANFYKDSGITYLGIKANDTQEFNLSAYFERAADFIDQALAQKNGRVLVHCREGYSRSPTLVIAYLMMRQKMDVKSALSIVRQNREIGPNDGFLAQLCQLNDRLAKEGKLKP
3CLpro inhibitor: SARS-CoV 3CLpro protease inhibitors, primary screen, biochemical, quenched FRET | hit rate 0.14% among 290,000 | Replicase polyprotein 1ab (Severe acute respiratory syndrome coronavirus), P0C6X7 | recombinant SARS-CoV 3CLpro, quenched FRET peptide cleavage | inhibition, % at 6 µM; in the data active = inhibition above about 12%
Starred values were filed as active, the others as inactive; i = inactive; . = no result given; + = active, no number; & = joins results of further samples. Only part of the results is shown (hit frequency here may not be typical).

SMILES | SSB-PriA inh | MazEF act | BH1578 lux ind | Rv3671c inh | GDH-TPI counter | Mtb UGM inh | BioA inh | FBA Mtb inh | DUSP3 inh | 3CLpro inhibitor
Cc1cccc(NC(=S)N(CCCN2CCOCC2)C(C)c2cc3ccccc3o2)c1 (centres undefined) | 5.5 | -0.2 | -0.5 | 14.5 | -7.7 | -7.9 | . | 3.1 | -0.6 | -4.9
COc1ccccc1OCC(=O)N(Cc1nc(-c2ccccc2)no1)C(C)C | 2.2 | -23.6 | -2.2 | 0.5 | 4.4 | 0.7 | 0.0 | 2.3 | 12.5 | -3.7
O=C1CC(c2ccncc2)c2cc3c(cc2N1)OCO3 (centres undefined) | -7.8 | 7.2 | i | -0.6 | -0.4 | -0.3 | -1.2 | 1.4 | -5.8 | 0.3
Cc1[nH]c(C)c(S(=O)(=O)NCCc2ccccc2)c1C(=O)N1CCCCC1 | -10.4 | 12.8 | -0.5 | 4.0 | -2.5 | 0.0 | -1.7 | -2.3 | -0.7 | 5.6
COCCOC(=O)c1c(C)oc2ccc(OC(=O)N(C)C)cc12 | -14.9 | 6.5 | i | -1.2 | 10.4 | 2.6 | -1.0 | 3.8 | 0.8 | 4.2
CC1CC(NC(=O)c2c(O)nc3ccccn3c2=O)CC(C)(C)C1 (centres undefined) | -0.5 | 1.3 | i | . | 9.3 | . | -4.2 | 1.9 | . | .
O=C(CNS(=O)(=O)c1ccc(F)c(Cl)c1)N1CCCCCC1 | -6.0&-7.6 | -1.2 | 3.1 | -4.2 | 10.5 | 1.4 | -1.4 | -2.9 | -1.5 | -6.5
COc1ccc(CCNC(=O)CC(c2ccccc2)c2cccc(C)c2O)cc1OC (centres undefined) | 10.8 | -13.9 | -0.1 | 4.2 | 1.6 | 0.0 | 0.0 | 1.2 | -19.6 | 4.7
O=C(NC1CCCC1)c1cc2c(=O)n3ccccc3nc2s1 | -7.3 | 2.5 | -0.4 | 0.4 | 18.9 | 0.5 | -1.4 | 178.0* | . | .
CCOC(=O)C1=C(C)N=c2sc(=Cc3ccc(OCC(=O)O)cc3)c(=O)n2C1c1ccc(SC)cc1 (centres undefined) | . | . | -0.4 | . | 21.3 | . | 6.2 | -3.3 | . | .
COCCNC(=O)/C(C#N)=C/c1c(F)cccc1Cl | -16.9 | -3.5 | 0.4 | -4.6 | -12.5 | 0.7 | . | -7.5 | 21.8 | 0.0
CN1c2ccccc2-c2nc3ccccc3n2C1c1cccs1 (centres undefined) | -81.2 | -2.7 | i | -2.6 | 4.1 | -1.2 | 1.4 | + | 14.1 | -0.1
Cc1ccc(NC(=O)C2(c3cccs3)CCOCC2)cc1C | -22.0&-4.2 | 5.3 | -0.2 | -4.2 | 7.8 | 5.5 | 0.9 | -1.2 | 32.7 | 0.5
COc1ccccc1NC(=O)c1cc(Cl)nc2ccccc12 | -12.0 | 11.0 | i | 6.9 | -0.4 | -2.3 | . | 0.2 | -9.2 | -0.2
Cc1ccc(C)c(C(O)c2ncc(-c3ccccc3)[nH]2)c1 (centres undefined) | . | . | -3.3 | . | 4.4 | . | 0.6 | 0.3 | . | .
Cn1nnnc1SCSc1nnnn1C | -6.9 | 11.2 | . | 1.2 | 8.8 | 0.6 | 0.1 | 4.1 | -0.2 | -5.3
CC1CN(C(=O)/C=C/c2ccccc2[N+](=O)[O-])CC(C)O1 (centres undefined) | -5.0 | -3.2 | -0.2 | 1.2 | 10.4 | -1.2 | . | 0.5 | 5.1 | 3.4
CN(Cc1cccc(F)c1)C(=O)CN1CCN(S(=O)(=O)c2ccc3c(c2)OCCCO3)CC1 | -6.3 | 6.1 | -2.0 | -16.8 | 11.8 | 0.7 | -0.1 | 3.3 | . | .
O=C(COC(=O)CCN=C1NS(=O)(=O)c2ccccc21)NNC(=O)c1ccc(Cl)cc1 | -2.5 | -1.8 | -1.5 | -3.4 | -1.8 | 0.0 | 0.2 | -2.0 | . | .
C[C@@H]1CC[C@@]2(O[C@H](CCO)C[C@@H](O)[C@@H]2O)O1 | -3.0 | 8.7 | i | 1.8 | -3.5 | 0.2 | -0.7 | 0.1 | -3.0 | 0.2
CC(=O)c1ccc(OCC(O)CN(C)Cc2cccs2)cc1 (centres undefined) | -1.0 | -6.2 | -0.2 | 8.1 | 4.9 | 0.0 | 11.7 | 3.5 | 8.6 | -0.2
CCCC(=O)Nc1ccc(C)c(O)c1 | -9.1 | 0.7 | 0.6 | -0.6 | 1.1 | -0.6 | -1.1 | 1.7 | 24.4 | 1.6
Cc1ccc(NC(NC(=O)c2cccs2)C(Cl)(Cl)Cl)cc1C (centres undefined) | -0.5 | 22.1 | i | -7.8 | 9.7 | 0.0 | 0.8 | -8.0 | 17.3 | 5.2
CC(=O)Nc1cccc(Nc2nc(-c3ccccc3F)nc3ccccc23)c1 | -5.7 | 1.2 | i | -33.9 | 6.9 | 0.3 | 6.4 | 6.2 | -3.1 | -3.9
COc1cc(N/N=C/c2ccccc2O)ncn1 | . | -14.3 | -0.3 | -2.4 | 46.9* | 2.2 | -3.0 | 2.8 | -1.6 | -0.6
CC(=O)Nc1ccc(NC(=O)CC(C)n2ccnc2)cc1 (centres undefined) | -6.2 | -1.3 | -0.3 | -14.6 | -9.9 | 0.5 | 0.0 | 1.2 | 35.4 | 2.5
CCc1cccc(CC)c1-n1c(SCC(=O)N2CCc3ccccc32)nc(O)cc1=O | -5.4 | 0.3 | 0.8 | -18.2 | 3.0 | -0.7 | -0.6 | -0.4 | . | .

As a working copy, nine of the compounds above:
SMILES | SSB-PriA inh | MazEF act | BH1578 lux ind | Rv3671c inh | GDH-TPI counter | Mtb UGM inh | BioA inh | FBA Mtb inh | DUSP3 inh | 3CLpro inhibitor
Cc1ccc(C)c(C(O)c2ncc(-c3ccccc3)[nH]2)c1 (centres undefined) | . | . | -3.3 | . | 4.4 | . | 0.6 | 0.3 | . | .
Cn1nnnc1SCSc1nnnn1C | -6.9 | 11.2 | . | 1.2 | 8.8 | 0.6 | 0.1 | 4.1 | -0.2 | -5.3
CC1CN(C(=O)/C=C/c2ccccc2[N+](=O)[O-])CC(C)O1 (centres undefined) | -5.0 | -3.2 | -0.2 | 1.2 | 10.4 | -1.2 | . | 0.5 | 5.1 | 3.4
CN(Cc1cccc(F)c1)C(=O)CN1CCN(S(=O)(=O)c2ccc3c(c2)OCCCO3)CC1 | -6.3 | 6.1 | -2.0 | -16.8 | 11.8 | 0.7 | -0.1 | 3.3 | . | .
O=C(COC(=O)CCN=C1NS(=O)(=O)c2ccccc21)NNC(=O)c1ccc(Cl)cc1 | -2.5 | -1.8 | -1.5 | -3.4 | -1.8 | 0.0 | 0.2 | -2.0 | . | .
C[C@@H]1CC[C@@]2(O[C@H](CCO)C[C@@H](O)[C@@H]2O)O1 | -3.0 | 8.7 | i | 1.8 | -3.5 | 0.2 | -0.7 | 0.1 | -3.0 | 0.2
CC(=O)c1ccc(OCC(O)CN(C)Cc2cccs2)cc1 (centres undefined) | -1.0 | -6.2 | -0.2 | 8.1 | 4.9 | 0.0 | 11.7 | 3.5 | 8.6 | -0.2
CCCC(=O)Nc1ccc(C)c(O)c1 | -9.1 | 0.7 | 0.6 | -0.6 | 1.1 | -0.6 | -1.1 | 1.7 | 24.4 | 1.6
Cc1ccc(NC(NC(=O)c2cccs2)C(Cl)(Cl)Cl)cc1C (centres undefined) | -0.5 | 22.1 | i | -7.8 | 9.7 | 0.0 | 0.8 | -8.0 | 17.3 | 5.2
